Compound activity from PubChem.
NR2E3 ag-1: NR2E3 (human) agonism; GST-NR2E3/biotin-RetCOR TR-FRET, 1536-well; AID 2300; 320,000 compounds, 0.12% hits; inhibition of corepressor binding, % at 4.78 µM; Q9Y5X4;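 active means percent inhibition above the cutoff of mean plus 3 SD of all tested compounds, set per screening campaign, cut at about 20% in these data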;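 further: 0% = DMSO wells and 100% = biotin wells as full block of FRET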
Target sequence (Q9Y5X4 whole entry, looked up): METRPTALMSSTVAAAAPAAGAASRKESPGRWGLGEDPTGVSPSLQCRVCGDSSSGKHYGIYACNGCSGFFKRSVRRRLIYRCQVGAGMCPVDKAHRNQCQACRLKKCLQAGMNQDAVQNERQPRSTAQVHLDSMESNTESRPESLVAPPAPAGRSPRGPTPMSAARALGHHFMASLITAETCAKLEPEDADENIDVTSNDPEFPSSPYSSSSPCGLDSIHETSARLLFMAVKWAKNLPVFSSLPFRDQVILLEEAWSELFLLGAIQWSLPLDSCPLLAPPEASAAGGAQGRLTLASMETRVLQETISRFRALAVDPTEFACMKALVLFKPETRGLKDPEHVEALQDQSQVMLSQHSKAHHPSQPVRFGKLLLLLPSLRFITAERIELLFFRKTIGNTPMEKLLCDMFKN
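Test system – NR2E3–RetCOR corepressor complex · Quantity – NR2E3 fusion 1.35 nM · Buffer or medium – Tris pH 7.5 · Incubation – Compound–protein incubation for 5 h at 4 °C · Technique – TR-FRET, Eu(K)-anti-GST donor, streptavidin-D2 acceptor, ex 340, em 617/671 nm · Evaluation – percent inhibition of 671/617 nm emission ratio versus biotin and DMSO controls · Plate – 1536-well format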
Peg3 prom inh: inhibitors of Peg3 promoter; inhibition, % at 20 µM; HeLa PEG-Prom luciferase reporter, luminescence, overnight; 360,000 compounds, 1.7% hits;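 active means inhibition of at least 50% at 20 µM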
KKLEB cytotox: CF airway cell cytotoxicity counter-screen; KKLEB CF airway cells viability, ATPlite luminescence, overnight; hits give low values; cells stimulated with P. aeruginosa culture filtrate; activity change (cytotoxicity), % at 5 µM; 360,000 compounds, 0.36% hits;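 active means corrected activity change at or below -50% at 5 µM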
NR2E3 ag-2: activates human NR2E3 receptor; AID 602229; 360,000 compounds, 0.35% hits; Q9Y5X4; CHO-S Gal4-NCOR/VP16-NR2E3 two-hybrid, luciferase; inhibition of corepressor binding, % at 3.98 µM;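 active means inhibition above the mean of all tested compounds plus 3 SD, cut at about 70% in these data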;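 further: 0% = DMSO with NR2E3 transfected cells and 100% = cells lacking NR2E3 construct; higher means lower luciferase signal from less NR2E3 corepressor binding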
TRPM1 prom inh: MITF TRPM1 promoter inhibition in SK-MEL-5 cells; SK-MEL-5 TRPM1 promoter luciferase, 24 h; inhibition, % at 12.5 µM; 330,000 compounds, 0.83% hits; AID 488899;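 active means mean inhibition across replicates of 60% or more, whatever share of single replicates reaches that level; inconclusive means some that reach 60%, reason not given; inactive means mean inhibition across replicates below 60%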; further: values of inactives mirror those of a sister screen read the other way
C8 TRAIL sens: sensitizes caspase-8 expressing cells to TRAIL. NB7+C8 cells + TRAIL, ATPlite viability luminescence. inhibition (viability loss, TRAIL sensitization), % at 10 µM. 360,000 compounds, 1% hits. AID 624354;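 active means compounds causing at least 50% loss of cell viability in the single-dose screen, relative to plate controls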
Shn3 3UTR inh: reduces Shn3 3'UTR luciferase signal in osteoblasts; Clone20 osteoblast Shn3 3'UTR firefly luciferase, 24 h; inhibition, % at 12.5 µM; 360,000 compounds, 0.52% hits; AID 588674;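 active means mean inhibition of at least 75% with every replicate also reaching 75%; inconclusive means mean inhibition at least 75% but some replicate below; inactive means mean inhibition below 75%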;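 further: 0% = median of neutral control wells and 100% = pilot-screen positive control compound; some compounds past the cut are filed as inactive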
CF NFkB inh: inhibitors of cystic fibrosis induced NF-kB | KKLEB NF-kB-GFP reporter, PAF-induced, GFP fluorescence overnight | inhibition, % at 5 µM | 360,000 compounds, 0.86% hits | AID 588850;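 active means at least 50% inhibition at 5 µM, scaled per plate between neutral and stimulator controls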;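 further: PAF is a Pseudomonas aeruginosa culture filtrate used as stimulus; plate controls were PAF-stimulated DMSO wells for no effect and unstimulated DMSO wells for full effect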
iPSC survival up: hiPSC single-cell survival enhancement; ATPlite luminescence; 100% = ROCK inhibitor wells, 0% = DMSO; survival enhancement, % at 20 µM; 360,000 compounds, 0.044% hits; in the data active means survival enhancement above about 18%;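 further: cells exposed to compounds for 16 hours before the ATP read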
EBV LMP1 NFkB: inhibitors of Epstein-Barr LMP1-induced NF-kappaB reporter. LMP1-induced NF-kappaB luciferase reporter cells, luminescence. inhibition, % at 12.5 µM. 350,000 compounds, 0.69% hits. AID 504558; in the data active means inhibition above about 41%; inconclusive means no clear call, values can overlap the other calls;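 further: 0% = neutral control wells and 100% = reference inhibitor control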
HIF-2a block: HIF-2a inhibition. 786-0 RCC cells HIF-2a reporter, luciferase luminescence, overnight. inhibition, % at 18.8 µM. 360,000 compounds, 0.72% hits. AID 624352;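 active means inhibition of the luminescence signal of 40% or more relative to plate controls, in a single-dose primary screen at 18.75 µM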
* marks the source's active call; other numbers are inactive results; u = inconclusive; x = no result given. A portion of the library, so the mix of outcomes need not match the whole.

Start of the listing, in advance, six compounds:
1) CCCCCCCCCC[n+]1cccc2c3ccccc3ccc21
2) COc1cc(/C=C2\C(=N)N3N=CSC3=NC2=O)ccc1OS(=O)(=O)c1ccccc1[N+](=O)[O-]
3) NCCSC1CC(=O)N(Cc2ccc(F)cc2)C1=O (configuration not stated)
4) CCCNC(=O)[C@@H]1CCCN1C(=O)C1CCN(S(=O)(=O)c2ccc(C)cc2)CC1
5) O=C(CSc1nc2ccccc2c(=O)n1Cc1ccc(Cl)cc1)NCc1cccs1
6) O=C(c1noc2c1CCCCC2)N1CCOCC1
assay / entry,1,2,3,4,5,6
NR2E3 ag-1,x,-0.6,-1.0,-0.7,3.9,3.1
Peg3 prom inh,75.0*,-69.3,-6.7,11.9,23.8,-4.8
KKLEB cytotox,-50.2*,16.1,8.7,-5.6,-13.4,-7.2
NR2E3 ag-2,95.7*,-6.3,-26.6,-1.0,-14.5,-3.9
TRPM1 prom inh,101.1*,8.7,-3.5,-2.2,-4.9,8.0
C8 TRAIL sens,44.2,-15.1,-11.7,-1.0,3.3,0.3
Shn3 3UTR inh,84.1,-8.5,-6.3,-40.2,27.0,6.9
CF NFkB inh,49.3,-19.2,-2.4,0.9,15.0,-2.9
iPSC survival up,-2.9,-0.3,-0.4,0.0,-3.8,1.9
EBV LMP1 NFkB,30.4,-17.5,-3.8,2.6,-5.7,-12.2
HIF-2a block,6.7,-32.0,-5.3,5.2,12.6,1.6

Main list (from the top)
1) CCCCCCCCCC[n+]1cccc2c3ccccc3ccc21
2) COc1cc(/C=C2\C(=N)N3N=CSC3=NC2=O)ccc1OS(=O)(=O)c1ccccc1[N+](=O)[O-]
3) NCCSC1CC(=O)N(Cc2ccc(F)cc2)C1=O (configuration not stated)
4) CCCNC(=O)[C@@H]1CCCN1C(=O)C1CCN(S(=O)(=O)c2ccc(C)cc2)CC1
5) O=C(CSc1nc2ccccc2c(=O)n1Cc1ccc(Cl)cc1)NCc1cccs1
6) O=C(c1noc2c1CCCCC2)N1CCOCC1
7) CNC(=S)Nc1cc2oc3ccccc3c2cc1OC
8) CCOc1ccc(NC(=O)COC(=O)c2cc(C)oc2C)cc1
9) COc1ccc(-c2cn(-c3ccc(OC)cc3)c3[n+]2-c2ccccc2CC3)cc1
10) O=C(c1cc(S(=O)(=O)N2CCN(c3ccccc3)CC2)ccc1Cl)N1CCCCCCC1
assay / entry,1,2,3,4,5,6,7,8,9,10
NR2E3 ag-1,x,-0.6,-1.0,-0.7,3.9,3.1,x,x,-2.4,2.8
Peg3 prom inh,75.0*,-69.3,-6.7,11.9,23.8,-4.8,-29.4,-14.8,38.5,29.2
KKLEB cytotox,-50.2*,16.1,8.7,-5.6,-13.4,-7.2,1.7,8.2,1.9,1.8
NR2E3 ag-2,95.7*,-6.3,-26.6,-1.0,-14.5,-3.9,-32.2,-26.4,-15.3,67.3
TRPM1 prom inh,101.1*,8.7,-3.5,-2.2,-4.9,8.0,-2.6,-2.4,69.1*,12.6
C8 TRAIL sens,44.2,-15.1,-11.7,-1.0,3.3,0.3,-3.7,4.4,38.3,2.3
Shn3 3UTR inh,84.1,-8.5,-6.3,-40.2,27.0,6.9,-1.9,11.7,u,70.8
CF NFkB inh,49.3,-19.2,-2.4,0.9,15.0,-2.9,-33.4,7.3,-7.0,-26.9
iPSC survival up,-2.9,-0.3,-0.4,0.0,-3.8,1.9,0.0,-1.7,-2.2,-0.2
EBV LMP1 NFkB,30.4,-17.5,-3.8,2.6,-5.7,-12.2,7.1,-5.9,28.6,7.7
HIF-2a block,6.7,-32.0,-5.3,5.2,12.6,1.6,-48.4,-6.9,4.4,24.4

11) CCOC(=O)C1=CCC(c2ccc(C#N)cc2)N(S(=O)(=O)c2ccc(C)cc2)C1 (configuration not stated)
12) CCSC1=NCCN1S(=O)(=O)c1ccccc1
13) CCC1CCCCN1CCCNC(=O)CN1C(=O)CSc2ccc(S(=O)(=O)N3CCOCC3)cc21 (configuration not stated)
14) CN1CCN(C(=O)Nc2ccc3c(c2)N(C)C(=O)c2ccccc2S3)CC1
15) COc1ccc(-n2nc(C(=O)NCC(=O)NCCN(C)C)c3ccccc3c2=O)c(OC)c1
16) CCOc1ccc(NS(=O)(=O)c2ccc(C(=O)N(C)CC(=O)Nc3cccc(OC)c3)cc2)cc1
17) CCC(C)NCCOCCOc1ccc(F)cc1 (configuration not stated)
18) Cc1ccc2c(C)c(C(=O)N(C)Cc3nccn3C)oc2c1C
19) O=C(NCSc1ccccc1)c1ccccc1
20) CCCn1c(C)cc(C(=O)COC(=O)c2nccnc2N)c1C
assay / entry,11,12,13,14,15,16,17,18,19,20
NR2E3 ag-1,x,2.9,1.4,2.4,1.6,x,1.3,0.2,-0.4,-2.3
Peg3 prom inh,5.1,6.2,-2.0,3.6,-6.0,6.7,2.1,5.8,-268.0,-12.5
KKLEB cytotox,-11.9,3.8,-4.7,0.6,6.4,0.1,-2.9,-16.8,6.1,-1.5
NR2E3 ag-2,-20.4,-15.5,15.0,6.8,-15.0,5.7,-14.8,-28.8,-118.9,-128.8
TRPM1 prom inh,x,-2.7,-25.0,2.7,0.5,11.7,7.0,12.5,-73.9,13.6
C8 TRAIL sens,-0.8,-1.8,3.8,-6.4,-4.5,5.8,-7.2,-0.6,-9.2,34.0
Shn3 3UTR inh,4.5,-4.5,2.8,-3.4,4.7,51.3,-2.4,18.7,-99.1,-7.0
CF NFkB inh,1.9,-1.5,15.2,-28.0,-7.4,9.7,-3.3,-1.6,-5.8,-2.7
iPSC survival up,2.2,-1.3,-0.4,-0.9,-0.7,-0.3,-2.5,0.4,-1.0,-0.6
EBV LMP1 NFkB,x,9.0,-10.8,-8.3,-2.1,-1.0,-8.1,-0.9,-9.9,31.0
HIF-2a block,7.3,17.0,10.5,7.0,20.5,22.7,2.2,-10.8,-212.8,-189.4

Screen by screen, quoted from above.
KKLEB cytotox, compounds 13 to 18 → -4.7, 0.6, 6.4, 0.1, -2.9, -16.8

Later entries.
21) CCc1ccc(-c2nc(CS(=O)CC(=O)NCCc3ccccc3)c(C)o2)cc1 (configuration not stated)
22) O=c1c2c(-c3ccco3)csc2nc(SCc2cn3cccnc3n2)n1-c1ccccc1
23) CC1CCCC(C)N1/N=C/c1ccc(O)cc1 (configuration not stated)
24) CSCCC(NC(=O)C1CCC(C)CC1)C(=O)OCC(=O)c1ccc(Cl)cc1 (configuration not stated)
25) CCn1c(C(=O)O)c(CC(=O)Nc2ccccc2OC)c2ccccc21
26) CC(C(=O)NCCN1CCOCC1)(c1ccccc1)c1ccccc1
27) CN1CCN(C(=S)c2ccc(Cl)cc2)CC1
28) O=C(CC1C(=O)NCCN1Cc1ccoc1)NCCc1ccc(Cl)cc1 (configuration not stated)
29) OC1(c2ccc(F)cc2)CSC(=Nc2cccnc2)N1Cc1ccco1 (configuration not stated)
30) CSc1nsc(SC)c1C(=O)N1CCN(S(=O)(=O)c2ccc(C)cc2)C1C(C)C (configuration not stated)
assay / entry,21,22,23,24,25,26,27,28,29,30
NR2E3 ag-1,-3.1,3.8,-1.3,-1.6,-0.1,0.3,4.0,5.6,-1.8,0.7
Peg3 prom inh,-72.6,6.4,7.1,24.2,8.2,3.0,9.8,1.5,10.5,23.6
KKLEB cytotox,-7.7,-29.6,11.9,11.9,3.7,0.1,-1.6,8.7,0.3,-1.1
NR2E3 ag-2,-17.9,-38.4,-9.9,31.0,-8.0,0.7,3.6,25.4,-37.7,-28.9
TRPM1 prom inh,-32.1,-2.4,-5.3,-8.1,5.8,5.3,-0.5,6.2,-23.0,2.8
C8 TRAIL sens,4.0,1.7,-3.9,9.4,-0.5,-4.3,2.4,-13.4,-7.3,1.5
Shn3 3UTR inh,-47.1,9.4,5.1,4.9,-5.8,-4.3,4.4,-13.4,1.7,2.6
CF NFkB inh,11.2,41.9,-16.2,-29.9,4.7,-6.9,-17.0,-24.4,7.3,-7.6
iPSC survival up,0.5,0.1,0.4,0.8,1.7,-0.5,-0.5,0.2,1.5,-0.2
EBV LMP1 NFkB,-11.5,19.1,-13.1,3.3,3.1,1.5,-4.7,3.7,-1.6,0.0
HIF-2a block,-86.7,10.5,-3.2,11.6,10.9,6.8,8.4,15.0,8.5,17.5

31) COc1ccc(/C=C/C(=O)Nc2ccc(OC)nc2)cc1
32) C/C(=N\NC(=O)c1cccc(S(=O)(=O)Nc2ccccc2Cl)c1)c1ccc(-n2ccnc2)cc1
33) COc1ccc(CN2CCN(C(=O)c3ccccc3C(=O)c3ccccc3)CC2)cc1F
34) COc1ccc(C(CCN2CCOCC2)c2c(O)cc(OC)cc2OC)cc1 (configuration not stated)
35) C[C@H](NC(=O)c1ncn2c1c(=O)[nH]c1ccccc12)c1ccccc1
36) COc1ccc2[nH]c3nc(SCC(=O)NNC(=O)c4ccc(OC)c(OC)c4)nnc3c2c1
37) COCCN(CC1CCCN(C2Cc3ccccc3C2)C1)C(=O)CSC (configuration not stated)
38) CC(C)(C)c1ccc(C(=O)NNC(=S)NCc2ccco2)cc1
39) COc1ccc(NC(=O)c2nc3nc(C)cc(C(F)F)n3n2)cc1OC
40) COc1ccc(OC)c(N(CCN2C(=O)c3ccccc3C2=O)C(=O)CCl)c1
assay / entry,31,32,33,34,35,36,37,38,39,40
NR2E3 ag-1,4.4,-0.6,x,-0.2,x,-4.3,2.8,-1.6,4.0,x
Peg3 prom inh,-96.5,27.2,13.3,-0.1,-1.3,6.0,5.7,-11.0,8.7,22.2
KKLEB cytotox,1.8,6.2,-1.9,3.8,-4.9,15.7,-6.2,6.2,-6.9,-42.2
NR2E3 ag-2,19.1,-3.5,6.1,-12.3,-7.9,4.3,-16.0,-16.4,-14.2,2.9
TRPM1 prom inh,-6.9,7.6,x,-8.4,x,4.9,-0.2,-4.2,x,x
C8 TRAIL sens,13.5,-3.6,4.3,2.2,21.6,41.6,-8.0,-7.7,-5.5,94.3*
Shn3 3UTR inh,-7.9,3.1,14.3,8.6,-27.9,5.5,-0.2,28.8,-0.5,30.7
CF NFkB inh,11.0,6.1,-21.0,19.0,2.3,-6.5,-3.2,3.4,-8.4,62.3*
iPSC survival up,3.6,7.8,5.0,-1.4,-1.4,5.7,0.4,1.1,0.5,-2.6
EBV LMP1 NFkB,-14.4,5.1,1.2,5.2,-5.6,-18.4,-5.3,3.6,-2.9,2.4
HIF-2a block,-99.3,28.0,7.2,8.8,-3.7,-8.9,14.2,-74.8,-7.2,8.2
